Peg3 promoter = Peg3 promoter-driven luciferase inhibitors, primary screen, cell-based, HeLa, luciferase luminescence; 360,000 tested, 1.7% active; HeLa PEG-Prom luciferase reporter, overnight; inhibition, % at 20 µM;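 active = inhibition of at least 50% at 20 µM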
aDG glyco act = activators of alpha-DG glycosylation, primary screen, uHTS, Pro5-aDG cells, AlphaScreen; alpha-DG glycosylation AlphaScreen (IIH6); 0% Pro5, 100% B10-LARGE cell signal; activation, % at 10 µM; 360,000 tested, 0.22% active; AID 624168, 2012;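 active = activation of at least 8% versus controls, or a plate z-score of at least 8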;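 note: Pro5 are CHO cells carrying HIG-tagged alpha-DG that lacks glycosylation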
NR2E3 ag-1 = NR2E3 agonists in two-hybrid cells, primary screen, cell-based, luminescence, CHO-S, Gal4-NCOR/VP16-NR2E3 | 360,000 tested, 0.35% active | Photoreceptor-specific nuclear receptor (Homo sapiens), Q9Y5X4 | luciferase | AID 602229, 2012 | inhibition of corepressor binding, % at 3.98 µM;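 active = inhibition above the mean of all tested compounds plus 3 SD, cut at about 70% in these data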;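 note: 0% = DMSO with NR2E3 transfected cells and 100% = cells lacking NR2E3 construct; higher means lower luciferase signal from less NR2E3 corepressor binding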
Target sequence (Q9Y5X4 whole entry, looked up, the tested form may be a part): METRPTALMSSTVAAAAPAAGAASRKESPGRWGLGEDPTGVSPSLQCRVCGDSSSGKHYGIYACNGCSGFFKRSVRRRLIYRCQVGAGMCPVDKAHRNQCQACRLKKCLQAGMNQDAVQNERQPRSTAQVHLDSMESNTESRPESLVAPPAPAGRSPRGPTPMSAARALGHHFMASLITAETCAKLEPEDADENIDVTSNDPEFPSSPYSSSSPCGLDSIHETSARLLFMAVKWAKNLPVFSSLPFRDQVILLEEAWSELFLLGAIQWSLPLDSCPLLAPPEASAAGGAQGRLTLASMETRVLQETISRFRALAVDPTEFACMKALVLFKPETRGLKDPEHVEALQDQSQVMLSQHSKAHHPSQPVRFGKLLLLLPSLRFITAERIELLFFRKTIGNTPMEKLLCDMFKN
NR2E3 ag-2 = inhibitors of NR2E3-RetCOR corepressor binding, primary screen, NR2E3 agonist project, biochemical, TR-FRET, GST-NR2E3, biotin-RetCOR. 1536-well. inhibition of corepressor binding, % at 4.78 µM. 320,000 tested, 0.12% active. AID 2300, 2010;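 active = percent inhibition above the cutoff of mean plus 3 SD of all tested compounds, set per screening campaign, cut at about 20% in these data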;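 note: 0% = DMSO wells and 100% = biotin wells as full block of FRET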
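Assay system: NR2E3–RetCOR corepressor complex. Quantity: 1.35 nM GST-NR2E3. Buffer or medium: pH 7.5 Tris-based buffer. Reagent: biotinylated RetCOR corepressor at 7 nM final. Schedule: 5 h at 4 °C. Detection: TR-FRET, emission read at 617 and 671 nm. Replicates: one well per compound, singlicate testing.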
HIF-2a inh = HIF-2a reporter inhibitors, primary screen, luminescence, 786-0 RCC cells | 786-0 RCC cells HIF-2a reporter, luciferase luminescence, overnight | inhibition, % at 18.8 µM | 360,000 tested, 0.72% active | AID 624352, 2012;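 active = inhibition of the luminescence signal of 40% or more relative to plate controls, in a single-dose primary screen at 18.75 µM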
KKLEB cytotox = cytotoxicity in KKLEB CF airway cells, primary screen, cytotoxicity control for CF NF-kB inhibitor project, cell-based, uHTS, fluorescence assay plates | KKLEB CF airway cells viability, ATPlite luminescence, overnight; active compounds read low; cells stimulated with P. aeruginosa culture filtrate | activity change (cytotoxicity), % at 5 µM | 360,000 tested, 0.36% active;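 active = corrected activity change at or below -50% at 5 µM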
CF NFkB block = inhibitors of PAF-induced NF-kB signaling, primary screen, cell-based, GFP fluorescence, uHTS. KKLEB NF-kB-GFP reporter, GFP fluorescence overnight. inhibition, % at 5 µM. 360,000 tested, 0.86% active. AID 588850, 2011;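 active = at least 50% inhibition at 5 µM, scaled per plate between neutral and stimulator controls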;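 note: PAF is a Pseudomonas aeruginosa culture filtrate used as stimulus; plate controls were PAF-stimulated DMSO wells for no effect and unstimulated DMSO wells for full effect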
TWEAK Fn14 block = inhibitors of TWEAK-Fn14 signaling, primary screen, luciferase reporter cells, uHTS | inhibition, % at 10 µM | TWEAK-stimulated Fn14 reporter cells, luciferase luminescence, 8 h | 360,000 tested, 2% active | AID 1159606, 2016; in the data active = inhibition above about 50%
hiPSC survival = enhancers of single-cell hiPSC survival, primary screen, ATPlite luminescence; survival enhancement, % at 20 µM; 100% = ROCK inhibitor wells, 0% = DMSO; 360,000 tested, 0.044% active; AID 602274, 2012; in the data active = survival enhancement above about 18%;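 note: cells exposed to compounds for 16 hours before the ATP read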
MITF TRPM1 inh = inhibitors of MITF-dependent TRPM1 promoter reporter, primary screen, cell-based, SK-MEL-5, single point, luciferase. SK-MEL-5 TRPM1 promoter luciferase, 24 h. inhibition, % at 12.5 µM. 330,000 tested, 0.83% active. AID 488899, 2010;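 active = mean inhibition across replicates of 60% or more, whatever share of single replicates reaches that level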; note: values of inactives mirror those of a sister screen read the other way
Shn3 3UTR inh = reduction of Shn3 3'UTR firefly luciferase signal, primary screen, Schnurri-3 inhibitor project, cell-based, Clone20 osteoblasts, set 2 | AID 588674, 2011 | inhibition, % at 12.5 µM | 360,000 tested, 0.52% active | Clone20 osteoblast Shn3 3'UTR firefly luciferase, 24 h;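 active = mean inhibition of at least 75% with every replicate also reaching 75%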;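 note: 0% = median of neutral control wells and 100% = pilot-screen positive control compound; some compounds past the cut are filed as inactive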
Numbers without * were called inactive; x = no result given.

# | structure | MITF TRPM1 inh | KKLEB cytotox | Shn3 3UTR inh | NR2E3 ag-2 | TWEAK Fn14 block | hiPSC survival | Peg3 promoter | aDG glyco act | CF NFkB block | HIF-2a inh | NR2E3 ag-1
1 | COc1cc(/C=C/C(=O)Nc2ccc(C(C)=O)cc2)cc(OC)c1OC | -10.5 | -5.7 | -0.7 | 2.4 | -24.8 | 0.6 | -120.8 | -0.2 | -22.2 | -34.1 | 2.1
2 | CCOC(=O)c1c(-c2ccccc2)csc1NC(=S)N(CC)CC | -10.9 | 1.9 | 18.3 | x | 0.8 | 4.2 | 2.3 | 0.3 | 9.4 | 4.4 | -17.1
3 | COc1ccc(N2CCC(CNC(=O)Nc3ccc(OC)cc3OC)C2)cc1 (centres undefined) | 6.7 | -1.5 | 23.4 | -1.1 | -5.9 | 0.2 | 17.2 | -0.3 | 6.8 | 14.6 | -6.1
4 | COc1cccc(Nc2nc(=O)[nH]nc2C)c1 | 0.8 | 6.4 | -6.6 | -0.1 | -5.2 | -3.3 | 15.3 | 0.0 | 1.5 | 10.5 | -17.5
5 | O=C(O)CCC(=O)N1N=C(c2ccco2)CC1c1cccs1 (centres undefined) | 3.4 | 8.1 | -9.6 | -2.9 | -3.2 | 9.1 | -6.2 | 0.2 | -12.8 | 13.1 | -12.8
6 | Cc1ccc(S(=O)(=O)N2CCCCC2)cc1NC(=O)Cn1ncc(Cl)c(Cl)c1=O | 100.5* | -88.9* | 99.8* | x | 100.5* | -5.3 | 109.3* | -0.4 | 103.7* | 94.2* | 10.2
7 | Cc1cccc2c(CCNC(=O)c3ccc([N+](=O)[O-])cc3)c[nH]c12 | -5.3 | 0.6 | 2.9 | -1.1 | -3.5 | -0.6 | -13.8 | 1.1 | 1.6 | 0.5 | -22.1
8 | CN1CCOC(=O)/C1=N/Nc1cc(Cl)ccc1Cl | 14.7 | 4.8 | -22.0 | 0.8 | -10.4 | 0.8 | 6.2 | 0.7 | 10.0 | 5.1 | -3.0
9 | CCN(CC)c1ccc(-c2nnc(SCC(=O)N(CCOC)c3c(N)n(CC(C)C)c(=O)[nH]c3=O)o2)cc1 | -27.8 | 2.3 | -11.7 | -2.6 | -6.8 | -0.4 | -55.6 | 0.1 | -0.6 | -50.6 | -16.7
10 | Cc1nc(N2CCCC2C(=O)O)c2oc3ccccc3c2n1 (centres undefined) | 4.9 | -4.3 | -8.8 | 2.8 | 15.2 | 1.7 | 11.8 | -0.1 | -2.2 | 24.8 | -6.0
11 | CN(C1CCCCC1)S(=O)(=O)CCNC(=O)c1ccccc1 | 1.1 | 19.9 | -20.5 | -5.0 | 11.1 | 1.5 | -10.0 | 0.1 | -8.7 | -7.4 | -6.3
12 | COCCn1c(=O)[nH]c2cc(C(=O)N3CCN(c4cccc(Cl)c4)CC3)ccc2c1=O | 8.3 | -0.2 | 26.1 | -3.7 | 13.6 | -0.5 | 16.6 | 0.2 | -16.4 | 18.4 | 1.4
13 | CCOc1cc(/C=N/NC(=O)c2cc(-c3ccccc3)nc3ccccc23)ccc1O | 4.9 | -7.2 | 25.3 | 0.5 | 34.5 | 0.3 | -24.6 | 0.0 | 1.8 | -25.6 | -45.3
14 | COc1ccc(S(=O)(=O)n2[nH]c(=O)c(CCO)c2C)cc1 | 6.7 | 9.3 | 4.3 | -1.5 | -1.7 | -0.1 | -26.7 | 0.1 | -6.7 | 6.1 | -20.4
15 | COc1ccccc1N1CCN(C2CCCN(C(=O)CCc3c(C)noc3C)C2)CC1 (centres undefined) | -14.5 | 2.0 | 2.8 | 6.3 | -12.7 | 0.1 | 1.7 | 0.0 | -2.8 | 1.0 | 7.7

(next part)
# | structure | MITF TRPM1 inh | KKLEB cytotox | Shn3 3UTR inh | NR2E3 ag-2 | TWEAK Fn14 block | hiPSC survival | Peg3 promoter | aDG glyco act | CF NFkB block | HIF-2a inh | NR2E3 ag-1
16 | CCOCCCn1c(=S)[nH]c2cc(C(=O)N3CCC(C(N)=O)(N4CCCCC4)CC3)ccc2c1=O | -6.2 | 7.0 | -1.9 | -0.5 | -8.9 | -0.5 | 14.2 | 0.1 | 8.7 | 10.9 | -20.3
17 | O=C(COC(=O)CNC(=O)c1ccccc1F)Nc1nnc(-c2ccccc2)o1 | -0.4 | -11.1 | 3.9 | -2.9 | 8.1 | -0.5 | -8.7 | -0.1 | 14.4 | -13.3 | -42.7
18 | NCC1OC(n2cnc3c(N)ncnc32)CC1O (centres undefined) | 10.7 | 16.5 | 3.0 | x | -3.3 | 2.4 | 6.4 | -0.1 | 1.4 | 10.5 | 0.8
19 | COc1ccccc1NC(=O)c1sc2ncn(Cc3cccc(C)c3)c(=O)c2c1C | 8.7 | -24.3 | -13.1 | 5.2 | -56.0 | 7.2 | 12.9 | -0.1 | 10.3 | 7.7 | -7.9
20 | NS(=O)(=O)c1cccc(NC(=S)NC(=O)C23CC4CC(CC(C4)C2)C3)c1 | -20.4 | -3.4 | -7.6 | -0.7 | -32.9 | 0.0 | -65.0 | -0.3 | 8.4 | -132.0 | -14.5
21 | COCCn1c(SCC(=O)Nc2nc3ccccc3s2)nnc1-c1ccoc1C | 6.7 | -11.1 | 1.2 | -0.7 | 0.7 | -2.5 | -1.6 | 0.0 | -3.3 | 5.3 | 1.8
22 | CCc1noc(C)c1C(=O)Nc1cc(S(=O)(=O)N2CCCCC2)ccc1N(C)C | 3.7 | -0.4 | 1.8 | 1.8 | -20.2 | -0.5 | 15.9 | -0.1 | 4.1 | 2.3 | 1.9

Source: PubChem
